High-throughput results as filed in PubChem.
NadD inh = NadD (S. aureus) enzyme inhibition. purified NadD enzyme, colorimetric absorbance read-out. inhibition, % at 20 µM. hit rate 0.78% among 360,000. AID 602399; in the data active means inhibition above about 26%; further: some compounds past the cut are filed as inactive
NRP1-CendR mod = NRP-1/CendR interaction modulation | AID 602438 | hit rate 0.85% among 360,000 | inhibition, % at 25 µM | FAM-RPARPAR peptide binding to NRP-1, fluorescence polarization | O14786;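 active means inhibition or corrected inhibition above about 18%, plus a signal ratio from 0.5 to 1.5, limit read from the data, passing the limit was not always enough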; further: strong numbers were not always called active
MT1-MMP act inh = inhibitors of human MT1-MMP activation | HT1080 RFP-PRO-GFP cells, GFP/RFP ratio fluorescence, overnight; percent of plate control window, DMSO zero | GFP/RFP ratio change, % at 20 µM | hit rate 0.061% among 360,000 | AID 651647;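 active means GFP/RFP ratio change of at least 30% with cell ATP level not reduced by more than half and red fluorescence within 50% of control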; further: strong numbers were not always called active
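Material – HT1080 RFP-PRO-GFP cells · Control set – DMSO wells and RFP-L50D-GFP cells · Incubation – overnight cell settling, then overnight compound exposure, 37 °C, 5% CO2 · Compound dosing – single-point 20 µM compound, 1% DMSO · Read-out – GFP/RFP fluorescence ratio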
Scp-1 inhibitor = Scp-1 (human) phosphatase inhibition; AID 493091; inhibition, % at 20 µM; hit rate 0.88% among 340,000; Recombinant Scp1, phosphopeptide, malachite green phosphate absorbance;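 active means inhibition above about 50% at 20 µM, limit read from the data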;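 further: plate controls were DMSO wells with enzyme for no effect and wells lacking enzyme for full effect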
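Test system – truncated SCP-1 phosphatase (76-261aa) · Reagent – Phosphorylated 17-residue peptide substrate · Incubation – 45 min room-temperature reaction, 5 min colour, 30 min stabiliser · Detection – colorimetric phosphate reagent with accelerator and stabiliser, absorbance at 630 nm · Measure – % inhibition at 20 µM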
SKN-1 inh = C. elegans SKN-1 inhibition; C. elegans VP596 Pgst-4::GFP/RFP ratio, acrylamide-induced, 24 h; inhibition, % at 21.8 µM; hit rate 0.49% among 360,000; AID 624304;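 active means interference check ratio from 0.5 to 1.5 plus GFP to RFP signal ratio inhibition reaching or exceeding a fixed threshold, cut at about 30% in these data, passing the limit was not always enough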; further: some compounds called inactive have numbers as strong as hits
LMPTP inh = LMPTP (human) inhibition; hit rate 0.22% among 360,000; P24666; recombinant LMPTP-A, OMFP fluorogenic substrate, fluorescence intensity; inhibition, % at 20 µM; AID 651560;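 active means compounds that cut the enzyme signal by at least half of the control window in the single-dose screen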;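 further: plate controls were DMSO wells with enzyme plus substrate for no effect and substrate without enzyme for full effect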
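Test system – LMPTP-A enzyme · Amount – LMPTP-A at 0.625 nM final in the reaction · Buffer or medium – Bis-Tris pH 6.0, DTT, detergent · Reagent – OMFP 400 µM · Doses – single 20 µM dose · Schedule – reaction 50 min, room temperature, dark · Detection – fluorescence intensity of OMFP turnover product · Evaluation – percent inhibition versus substrate-only and uninhibited controls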
SUMO1-SIM PPI = modulators of human SUMO1-mediated protein-protein interactions | inhibition, % at 20 µM | AID 602429 | P63165 | SUMO1 binding to a labelled peptide, TR-FRET, 1 h | hit rate 0.33% among 360,000; in the data active means inhibition above about 37%
STEP block = blocks human striatal-enriched tyrosine phosphatase | P54829 | inhibition, % at 20 µM | recombinant STEP, OMFP fluorogenic substrate, fluorescence | hit rate 0.25% among 360,000;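 active means inhibition at 20 µM, scaled per plate between control wells, above about 37%, limit read from the data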;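 further: 0% = DMSO with enzyme and substrate and 100% = substrate only without enzyme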
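Material: STEP (striatal-enriched tyrosine phosphatase) enzyme, cell-free | Medium: 50 mM Bis-Tris pH 6.0 with 2.5 mM DTT and 0.005% Tween 20 | Read-out: Percent inhibition scaled to no-enzyme and uninhibited-enzyme controls, plate-pattern corrected | Signal: Fluorescence read at 480 nm ex / 540 nm em | Times: 20 min reaction, room temperature, in the dark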
DNMT1 block = inhibitors of human DNMT1. DNMT1 molecular beacon, Hinp1I cleavage, fluorescence. inhibition (reported as % activation of signal), % at 10 µM. hit rate 0.83% among 360,000. AID 588458; in the data active means inhibition above about 50%
Target sequence (P26358 504-1616 limits assumed): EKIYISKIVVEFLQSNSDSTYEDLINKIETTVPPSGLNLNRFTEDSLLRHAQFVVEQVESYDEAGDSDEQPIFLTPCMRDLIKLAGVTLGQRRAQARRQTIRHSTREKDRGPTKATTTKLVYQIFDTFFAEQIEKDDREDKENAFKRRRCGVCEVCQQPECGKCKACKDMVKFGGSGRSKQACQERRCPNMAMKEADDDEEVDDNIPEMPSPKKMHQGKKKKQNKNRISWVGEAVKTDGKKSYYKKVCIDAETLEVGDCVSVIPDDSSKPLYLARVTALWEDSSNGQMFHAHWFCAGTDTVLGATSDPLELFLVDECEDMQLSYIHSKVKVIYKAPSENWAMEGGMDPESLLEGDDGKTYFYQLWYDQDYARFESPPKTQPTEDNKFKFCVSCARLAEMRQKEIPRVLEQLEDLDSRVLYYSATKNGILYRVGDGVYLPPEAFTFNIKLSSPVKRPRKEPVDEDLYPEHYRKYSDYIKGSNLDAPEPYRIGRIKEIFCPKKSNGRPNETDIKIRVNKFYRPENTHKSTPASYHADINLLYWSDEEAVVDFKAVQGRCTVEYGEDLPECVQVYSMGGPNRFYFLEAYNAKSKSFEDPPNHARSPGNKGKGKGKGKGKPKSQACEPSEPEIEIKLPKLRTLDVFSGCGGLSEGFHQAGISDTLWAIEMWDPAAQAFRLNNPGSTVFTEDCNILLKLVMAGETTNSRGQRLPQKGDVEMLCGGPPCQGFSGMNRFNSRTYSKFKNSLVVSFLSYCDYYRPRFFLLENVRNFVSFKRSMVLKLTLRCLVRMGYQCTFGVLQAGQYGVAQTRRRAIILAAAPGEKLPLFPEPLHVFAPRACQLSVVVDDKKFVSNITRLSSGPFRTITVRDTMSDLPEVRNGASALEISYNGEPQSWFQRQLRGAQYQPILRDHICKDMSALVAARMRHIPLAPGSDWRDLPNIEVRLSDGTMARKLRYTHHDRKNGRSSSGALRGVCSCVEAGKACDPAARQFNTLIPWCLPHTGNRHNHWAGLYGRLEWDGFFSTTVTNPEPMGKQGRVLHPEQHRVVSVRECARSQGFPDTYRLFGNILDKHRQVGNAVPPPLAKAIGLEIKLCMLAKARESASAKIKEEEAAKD
Rpn11 inh = blocks the human proteasome subunit Rpn11 | hit rate 0.59% among 360,000 | O00487 | AID 588493 | human 26S proteasome, Ub4-pepOG fluorescence polarization; 20S core pre-blocked with epoxomicin | calls only at 20 µM;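 active means inhibition at 20 µM, scaled to each plate's controls, above about 33%, limit read from the data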
Numbers without * were called inactive; i = inactive; . = not tested or not shown. Rows are unselected. Share with any hit: about 3.9%.

Second line of a record – NadD inh	NRP1-CendR mod	MT1-MMP act inh	Scp-1 inhibitor	SKN-1 inh	LMPTP inh	SUMO1-SIM PPI	STEP block	DNMT1 block	Rpn11 inh
- CC(C)(C)NC(=O)/C(=C\c1ccc(Br)cc1)NC(=O)c1cccs1
    1	15	3	1	-2	-0.7	-2	4	4	i
- COc1c(C)cc(C(=O)C2CCCN(C(=O)C3=C(C)OCCO3)C2)cc1C (stereo not given)
    -4	5	0	1	5	-0.6	1	0	1	i
- CCOc1ccc(Nc2nnc(SCc3nc4ccccc4c(=O)[nH]3)s2)cc1
    6	-22	-4	-13	9	1.2	1	10	6	i
- CCCNC(=O)CN1C(=O)c2ccccc2Sc2ncccc21
    2	-3	-4	-12	0	-1.7	-1	-1	-2	i
- COc1ccc(NC(=S)NCc2cccnc2)cc1
    -2	-10	0	3	-10	-1.0	3	0	89*	i
- CCOC(=O)C1=C(C)Nc2ccccc2N=C1NC(=O)C1CCN(C(=O)c2ccccc2C)CC1
    2	-3	0	-10	-51	1.2	-1	1	1	i
- O=C(O)C(=O)Nc1nc(-c2ccc3c(c2)OCCO3)cs1
    5	12	3	0	-10	11	15	2	-1	i
- S=c1[nH]nc(-c2ccco2)n1-c1cccc2ccccc12
    -4	-9	0	6	-6	-0.9	2	0	9	i
- COCCCNC(=O)Cn1nnc(-c2ccccc2NC(=O)c2ccccc2F)n1
    -6	12	-3	-5	13	-0.4	0	-1	-1	i
- Cc1cc[n+](-c2[nH]c(=O)sc2/C=N/N=C(\[O-])c2ccncc2)cc1
    3	14	-5	11	8	2.9	7	13	2	i
- N#CCC(CNc1ncc(C(F)(F)F)cc1Cl)OC(=O)c1cccc([N+](=O)[O-])c1 (stereo not given)
    -2	5	1	4	12	4.5	-15	-2	-3	i
- Cc1cccc(NCCC#N)c1
    0	-11	2	-10	8	-1.0	5	-2	5	i
- Cn1nnnc1SCC(=O)c1ccc(Br)s1
    3	-16	2	-7	7	-0.6	-16	6	-1	i
- CCn1c(CSc2nc3ccccc3s2)nnc1SCC(=O)c1ccc(O)cc1O
    9	-11	-1	-9	11	0.8	-2	0	0	i
- O=C(NCc1ccc(Cl)cc1)c1n[nH]c([N+](=O)[O-])c1Cl
    9	-11	2	-3	-7	-0.7	7	1	3	i
- COc1ccc(CC(=O)OCc2cc(=O)n3cc(Br)ccc3n2)cc1OC
    6	1	1	1	12	-0.7	-28	-1	6	i
- Cc1ccccc1S(=O)(=O)N1CCN(c2ccc3c(c2)C2CC3CCN2C(=O)OCc2ccccc2)CC1 (stereo not given)
    9	16	3	.	-6	4.1	2	3	1	i
- CNc1ccc(/C=C(\C#N)c2ccccn2)cc1[N+](=O)[O-]
    2	-35	2	-5	48	0.8	-14	0	21	.
- CC1CCN(c2ccc3nnc(CCC(=O)Nc4ccc(F)cc4)n3n2)CC1
    4	16	-1	-2	6	0.6	-4	0	1	i
- c1cc(-c2ccc(N3CCOCC3)cc2)n2ccnc2c1
    0	-9	0	.	17	2.2	-20	-3	-4	i

More records follow.
Second line of a record – NadD inh	NRP1-CendR mod	MT1-MMP act inh	Scp-1 inhibitor	SKN-1 inh	LMPTP inh	SUMO1-SIM PPI	STEP block	DNMT1 block	Rpn11 inh
- CC(C)Cn1c(N)c(/C=N/NC(=O)c2ccc(Cl)cc2)c(=O)n(C)c1=O
    8	-2	6	-5	-7	-2.9	0	0	9	i
- CCc1ccc(/C=C(\Cl)c2nc3cc(Cl)ccc3c(=O)[nH]2)cc1
    5	-10	3	-7	2	-1.8	-2	0	17	i
- CCN(CC)c1ccc2c(c1)oc(=O)c1c(Cl)cc(=O)oc12
    -1	127	-119	-4	-8	0.9	27	-15	42	i
- CCc1nnc(NC(=O)CSc2nc3cccnc3n2C2CCCCC2)s1
    6	-5	2	-6	2	-0.3	-1	-2	-3	i
- CCOc1cc(CNc2ccc(N3CCCCC3)cc2)cc(Br)c1OCC(=O)NC(C)(C)C
    3	-3	10	-11	-3	6.7	-2	1	-16	i
- Cc1cccc2nc(-c3ccco3)oc(=O)c12
    -1	1	0	1	7	-1.0	-14	2	5	i
- COC(=O)c1ccc([C@@H]2C[C@H]3CN(Cc4cccnc4)C(=O)[C@]34CCCN24)cc1
    0	-4	-5	1	10	-0.6	-3	1	-5	i
- Cc1ccc(NC(=O)c2sc3ncn(CC(=O)N4CCN(c5ccccn5)CC4)c(=O)c3c2C)cc1
    -5	-1	3	.	4	-0.2	0	3	-1	i
- COc1ccc(-c2cc(C(F)(F)F)n3nc(C(=O)N4CCOCC4)nc3n2)cc1
    0	-2	-3	-7	0	-1.7	-23	1	1	i
- C/C=C/C(=O)Nc1nnc(-c2ccccc2C)s1
    1	-2	-4	-4	4	0.5	2	0	2	i
- CCC(CO)NCc1ccc2c(c1)n(C)c(=O)n2C (stereo not given)
    -3	0	4	-3	-29	-1.0	0	1	2	i
- CC1CCN(S(=O)(=O)N2CCC(C(=O)NCc3cccs3)CC2)CC1
    3	2	-1	-4	-2	-1.0	8	0	2	i
- CCCCN(C(=O)c1cc(S(=O)(=O)N2CCCCC2)ccc1Cl)c1c(N)n(CCC)c(=O)[nH]c1=O
    2	-8	-2	3	1	-0.4	3	1	-1	i
- C=CCOc1ccccc1C1C2=C(CC(C)(C)CC2=O)Nc2c1c(=O)n(C)c(=O)n2C (stereo not given)
    -1	1	0	1	-1	0.8	0	-1	0	i
- CCS(=O)(=O)c1nc(S(=O)(=O)c2ccc(C)cc2)c(N2CCN(CCO)CC2)s1
    -8	8	0	-6	-10	-0.2	3	-1	4	i
- Cn1c(=O)c2c(nc(SCCN3CCCCC3)n2C)n(C)c1=O
    -4	8	-1	3	6	-0.4	1	2	2	i
- C[N+]1(C)CC2([N+](=O)[O-])CC=C(Oc3ccccc3)C([N+](=O)[O-])(C2)C1 (stereo not given)
    12	10	0	97*	13	-0.2	-5	2	3	i
- CC(C)(C)NC(=O)C1c2ccccc2OCC(=O)N1CC(F)(F)F (stereo not given)
    -4	2	-1	.	-3	-0.9	0	.	.	.
- COc1ccc(CN2C(=O)CN(C3CCCCCC3)C(=O)C2c2ccc(F)cc2)cc1 (stereo not given)
    -13	6	0	-2	14	0.3	0	3	4	i
- COc1cccc(N/C(N)=N/c2nc(C(F)(F)F)cc(=O)[nH]2)c1
    1	-15	-2	-5	-4	-1.9	5	0	5	i

(continued)
Second line of a record – NadD inh	NRP1-CendR mod	MT1-MMP act inh	Scp-1 inhibitor	SKN-1 inh	LMPTP inh	SUMO1-SIM PPI	STEP block	DNMT1 block	Rpn11 inh
- CCN(Cc1ccccc1)C(=O)COC(=O)Cn1cnc2ccccc21
    -2	-1	1	4	3	-0.4	-2	0	1	i
- N#CCC(=O)N/N=C/c1ccc(OC2CSC2)cc1
    -3	-5	0	4	7	-0.8	-4	2	-7	i
- Cc1ccc(/C=N/NC(=O)Cn2cncn2)cc1
    -6	19	2	-5	1	-1.2	0	-3	1	i
- O=C(CCS(=O)(=O)c1ccccc1)NNC(=O)COc1ccc(F)cc1
    -5	12	1	-6	-5	0.1	0	-4	3	i
- CCC1CCCCN1S(=O)(=O)c1ccc(-n2cnnn2)c(C)c1 (stereo not given)
    -3	9	0	-5	-16	-0.9	3	-1	2	i
- Cc1cc([N+](=O)[O-])c(NC2CCCCC2)c([N+](=O)[O-])c1
    -3	5	1	-8	2	2.3	-21	6	3	i
- CC(C)(C)CCN1CCC(CN2CCNC(=O)C2=O)CC1
    7	-1	2	7	11	-1.2	1	0	5	i
- COc1ccccc1NC(=O)/C(N=Nc1ccc(C)c(S(=O)(=O)Nc2ccccc2Cl)c1)=C(\C)O
    24	23	5	50*	-1	0.6	2	0	-6	i
- CCOC(=O)c1ccc(NC(=O)CSc2nnc(C3CC3)n2C)cc1
    -5	-5	4	-2	1	0.8	-2	1	4	i
- COC(=O)C1=C(C)N(Cc2ccccc2)C(=O)N[C@H]1c1ccccc1
    -3	3	0	-2	13	-0.2	5	-2	5	i
- Cc1ccc(N2CCN(C(=O)C3CCN(S(=O)(=O)c4cccc5nsnc45)CC3)CC2C)cc1 (stereo not given)
    -2	1	1	-9	-3	-0.7	-39	-1	-3	i
- O=C(CSc1nc2ccccc2[nH]1)Nc1ccc2c(c1)OCCO2
    0	9	6	-1	-3	1.1	-1	-2	-1	i
- O=c1ccsn1Cc1ccccc1
    -5	28*	0	28	-12	-1.4	0	7	1	i
- CC(=O)N1c2ccc(S(=O)(=O)N(C)CC(=O)NCc3ccccc3)cc2CC1C (stereo not given)
    -8	22	2	-6	-14	-1.5	4	-1	3	i
- Cc1csc(SCC(=O)Nc2cc(S(=O)(=O)N(C)C)ccc2C)n1
    -1	-1	4	-7	-10	0.1	0	-3	-2	i
- CC(C)NC(=O)C1(C)CN(S(C)(=O)=O)CC(=O)N1Cc1ccc2c(c1)OCO2 (stereo not given)
    .	4	5	.	6	-1.0	-3	.	.	.
- C[C@]12CCC3c4ccc(O)cc4CCC3C1CC/C2=N\N (stereo not given in full)
    -2	-7	0	-10	-2	0.3	-2	0	-4	i
